# Pin1 inhibitor = inhibitors of human Pin1; Pin1 FP peptide displacement, HiFluor488, 10 min; Potency, µM (series often up to 115 µM), inactives show at the highest dose activity, negative = inhibition, actives largely listed as inhibitors; 390,000 tested, 0.009% active; AID 504891; active means well fitted inhibition curve with a large enough effect in the polarisation, with a control signal flat, not every such curve was filed as active; inconclusive means small, poorly fitted or top-dose-only effect, or effect the other way, or a change in a side signal; inactive means no such curve, though single readings can be large or run the other way; the % refers to the polarisation; further: potency means the concentration at half of the fitted maximal effect; on the % scale 0 is the no-effect control and ±100 the full control effect
# Target sequence (Q13526 whole entry, looked up): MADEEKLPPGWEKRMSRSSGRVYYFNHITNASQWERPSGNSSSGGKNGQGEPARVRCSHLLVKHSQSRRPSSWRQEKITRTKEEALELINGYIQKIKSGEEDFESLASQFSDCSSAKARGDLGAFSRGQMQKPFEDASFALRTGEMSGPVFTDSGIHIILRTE
# USP1-UAF1 inh = blocks the human USP1/UAF1 deubiquitinase complex; O94782; recombinant USP1/UAF1, Ub-Rhodamine cleavage fluorescence; Potency, µM (top dose mostly 57.1 µM), without a hit: at the highest dose activity change, negative = inhibition, usual class: inhibitors; 390,000 tested, 0.23% active; AID 743255; further: potency means the concentration at half of the fitted maximal effect; on the % scale 0 is the no-effect control and ±100 the full control effect; nearly all actives have a fitted effect of over 60% in size; inactives centre near -12
#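 Step one: compound is pinned into 1nM USP1/UAF1 in HEPES pH 7.8 buffer with TCEP. Step two: 15 min room-temperature incubation. Step three: Ub-Rho (150nM final) starts cleavage, tracked by fluorescence over six one-minute reads.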
# IDH1 R132H inh = blocks human mutant IDH1 R132H enzyme | O75874 | 390,000 tested, 0.093% active | IDH1-R132H enzyme, NADPH consumption, diaphorase/resazurin fluorescence | Potency, µM (highest dose often 76.6 µM), for the others: at the highest dose activity change, negative = inhibition, hits mostly inhibitors; further: potency means the concentration at half of the fitted maximal effect; on the % scale 0 is the no-effect control and ±100 the full control effect; nearly all actives have a fitted effect of over 65% in size
# Target sequence (O75874 whole entry R132H, stated change not applied): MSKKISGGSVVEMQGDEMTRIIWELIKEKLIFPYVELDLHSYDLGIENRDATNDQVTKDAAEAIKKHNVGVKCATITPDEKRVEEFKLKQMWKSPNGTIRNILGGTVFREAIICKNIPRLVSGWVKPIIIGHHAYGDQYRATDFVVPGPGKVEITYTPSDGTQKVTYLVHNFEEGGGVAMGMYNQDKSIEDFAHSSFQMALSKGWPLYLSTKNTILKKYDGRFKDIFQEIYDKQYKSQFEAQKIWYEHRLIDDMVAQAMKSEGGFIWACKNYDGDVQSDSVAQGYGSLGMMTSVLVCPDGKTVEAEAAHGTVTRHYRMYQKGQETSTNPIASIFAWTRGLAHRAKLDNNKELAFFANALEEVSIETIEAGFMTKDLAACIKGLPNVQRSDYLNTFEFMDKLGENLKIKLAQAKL
#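 IDH1-R132H (0.5 ug/mL) preincubated 30 min with compound, then NADPH (0.016 mM) and alpha-KG (2 mM) added; 80 min at RT, pH 7.5. Remaining NADPH coupled via diaphorase/resazurin to fluorescence (540/590 nm); concentration-response curves normalized to no-enzyme control.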
# TRHR agonist = activates the human TRH receptor | activation, % at 2 µM | TRHR cells, calcium flux fluo-8, FDSS agonist mode | 360,000 tested, 0.18% active | P34981; in the data active means activation above about 30%; further: 0% is about no effect
#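 Read-out: compound-evoked intracellular calcium rise in TRHR cells, fluo-8 dye, kinetic FDSS fluorescence at 1 s/cycle following a 10-cycle baseline. Cells cultured overnight before dye loading (30 min–1.5 h, RT).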
# rTrxR1 inhibitor = inhibitors of rat thioredoxin reductase 1; O89049; recombinant rTrxR1, NADPH fluorescence consumption, selenite substrate; Potency, µM (highest dose often 114 µM), without a hit: at the highest dose activity change, negative = inhibition, usual class: inhibitors; 390,000 tested, 1% active; further: potency means the concentration at half of the fitted maximal effect; on the % scale 0 is the no-effect control and ±100 the full control effect; nearly all actives have a fitted effect of over 65% in size
#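 Rat TrxR1 (90 nM in the dispensed reagent) was pre-reduced with 400 uM NADPH for 5 min at room temperature, then incubated with compound for 15 min. After 400 uM selenite was added, NADPH fluorescence (Ex 340/Em 450 nm) was followed for 8 min.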
# D2 ag = activates the human D2 dopamine receptor; HEK293 T-REx D2 cells, calcium flux agonist mode; activation, % at 2 µM; 340,000 tested, 0.53% active;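 active means activation over 3 SD above normal in the single-dose calcium agonist read, cut at about 30% in these data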; further: 0% is about no effect
# Target sequence (P14416 whole entry, looked up): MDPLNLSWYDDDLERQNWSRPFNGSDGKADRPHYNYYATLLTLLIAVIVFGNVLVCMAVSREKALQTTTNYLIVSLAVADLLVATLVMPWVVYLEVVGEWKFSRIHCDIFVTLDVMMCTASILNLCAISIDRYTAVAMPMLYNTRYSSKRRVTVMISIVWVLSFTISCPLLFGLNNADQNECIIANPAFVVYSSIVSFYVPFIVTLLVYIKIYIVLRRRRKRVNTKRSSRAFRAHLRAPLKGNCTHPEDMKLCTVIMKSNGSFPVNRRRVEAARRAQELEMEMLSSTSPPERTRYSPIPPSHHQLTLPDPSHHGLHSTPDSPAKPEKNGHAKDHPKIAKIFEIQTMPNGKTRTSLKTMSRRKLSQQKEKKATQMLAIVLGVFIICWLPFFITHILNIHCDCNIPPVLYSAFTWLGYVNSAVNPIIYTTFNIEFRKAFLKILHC
#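 Agonism scored from kinetic calcium signal (1 read/sec, 180 s) following compound pin transfer, after a 10 s baseline. Cells: HEK293 Trex line expressing inducible D2 receptor coupled to calcium, dye-loaded after overnight culture at 30 C.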
# TRHR enhancer = allosteric enhancers of human TRH receptor | TRHR cells, fluo-8 calcium fluorescence, EC20 TRH enhancement | enhancement, % at 2 µM | 360,000 tested, 0.66% active; in the data active means enhancement above about 30%; further: 0% is about no effect
#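 TRHR-expressing cells loaded with fluo-8 calcium dye were read kinetically (ex 480/em 530) during compound addition, then stimulated with an EC20 of TRH (10 nM final). Enhancement of the Gq-mediated intracellular calcium response was scored.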
# TrxR1 substrate = substrates of rat thioredoxin reductase 1 | O89049 | purified TrxR1 substrate turnover, NADPH consumption readout | Potency, µM (highest dose often 114 µM), for inactives: at the top dose activity change, negative = substrate turnover | 390,000 tested, 0.01% active; further: potency means the concentration at half of the fitted maximal effect; on the % scale 0 is the no-effect control and ±100 the full control effect; nearly all actives have a fitted effect of over 50% in size
#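 Rat TrxR1, dispensed at 90 nM, was prereduced with 400 uM NADPH (final) for 5 min at ~22 deg C, then incubated with compound 15 min before 400 uM selenite. A first-read NADPH fluorescence drop versus no-compound background flagged substrates.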
# D2 antagonist = antagonizes the human D2 dopamine receptor; P14416; HEK293 TREx D2 cells, calcium flux, dopamine EC80; inhibition, % at 10 µM; 340,000 tested, 2% active; in the data active means inhibition above about 30%; further: 0% is about no effect
#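 In this primary screen, negative modulation is detected by tracking calcium flux after an EC80 dopamine challenge in inducible HEK293 T-REx D2 cells preexposed to test compound for 180 s.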
# Numbers without * were called inactive; ? = inconclusive; nt = no result given; & = joins results of further samples; [ ] = another dose, or the depositor's remark. Unless noted, the call rests on the fitted dose curve; in most records, active means well fitted inhibition curve with a large enough effect; inconclusive means small, poorly fitted or top-dose-only effect; inactive means no such curve, though single readings can be large or run the other way.
1. CC(=O)OCC(=O)[C@@]1(O)CC[C@H]2[C@@H]3CCC4=CC(=O)C=C[C@]4(C)[C@H]3C(=O)C[C@@]21C
2. CCOc1ccc2nc(Cl)c(CN(C(=O)c3cnccn3)C3CCCC3)cc2c1
3. CC(CN1CCC(n2nccc2NC(=O)CCCc2ccccc2)CC1)c1ccccc1 (configuration not stated)
4. Cc1ccsc1/C=C1\SC(N2CC(C)OC(C)C2)=NC1=O (configuration not stated)
5. Cc1cnc(C(=O)Nc2ccc(S(=O)(=O)N(C(C)C)C(C)C)cc2)cn1
6. Cc1ccc2cc(CNC(C)C)c(=O)[nH]c2c1

Assay by compound,1,2,3,4,5,6
Pin1 inhibitor,0.3%,-7.9%,-8.5%,-1.6%,0.5%,7.8%
USP1-UAF1 inh,-19.5%,-12.6%,-11.7%,-3.0%,-19.4%,-6.2%
IDH1 R132H inh,17.9%,-4.2%,9.8%,5.6%,-6.1%,5.5%
TRHR agonist,-1.4,-0.8,2.3,0.0,-0.2,0.6
rTrxR1 inhibitor,3.7%,1.2%[57.1 µM],41.1%[activator],1.5%,23.0%,-15.8%
D2 ag,-1.3,-0.2,1.8,1.2,-0.4,0.6
TRHR enhancer,1.5,8.1,0.3,1.3,-6.2,-6.0
TrxR1 substrate,-0.3%,6.7%[57.1 µM],2.9%,-10.0%,3.0%,-3.0%
D2 antagonist,-7.6,-16.1,-14.1,-0.5,27.1,-16.9

7. Cc1ccc2c(c1)C(=O)CC(c1ccc3c(c1)OCCO3)O2 (configuration not stated)
8. CN(C)CCCNc1ncnc2c1c(-c1ccccc1)cn2-c1ccccc1
9. Cn1cccc1C(=O)NCC1CCCCC1
10. CCSCCOC(=O)C1=C(C)NC2=C(C(=O)CCC2)C1c1coc2ccccc2c1=O (configuration not stated)
11. COc1ccc(NC(=O)CSc2ccccc2)cc1S(=O)(=O)N1CCCCC1
12. COc1cc(O)c(C(CCN2CCCC(C)C2)c2ccc3c(c2)OCO3)c(OC)c1 (configuration not stated)

Assay by compound,7,8,9,10,11,12
Pin1 inhibitor,1.5%,-2.8%,-4.4%,0.5%,?,2.2%&-2.5%
USP1-UAF1 inh,-19.9%,3.2%,-13.7%,-10.4%,-9.7%,-28.8%
IDH1 R132H inh,1.5%,2.7%,-6.1%,15.2%,0.5%,-8.6%[38.3 µM]
TRHR agonist,0.3,2.7,0.1,0.0,0.6,0.1
rTrxR1 inhibitor,0.5%,10.0%,20.9%,2.7%[57.1 µM],-14.5%,11.4%[57.1 µM]
D2 ag,-0.7,-1.9,1.2,0.0,0.0,-1.4
TRHR enhancer,0.8,0.5,-2.9,-3.8,-0.6,-1.3
TrxR1 substrate,-1.5%,5.0%,1.5%,-6.4%[57.1 µM],-14.3%,-2.0%&-5.1%
D2 antagonist,-11.9,0.1,-4.9,-19.7,3.9,10.8

13. NC(=O)c1c(-c2ccc(Cl)cc2Cl)csc1NC(=O)Cc1ccccc1
14. O=C(CSc1nc2nn(-c3ccccc3)c(=O)c-2c2n1CCCCC2)c1ccc(OC(F)F)cc1
15. O=c1c2ccccc2nc2ccc(NCc3cccs3)nn12
16. CCOC(=O)C1CCCN(C(=O)c2cc3c(C)nc4ccccc4c3o2)C1 (configuration not stated)
17. COc1cccc(NC(=O)C(=O)NCCc2csc(-c3ccc(C)cc3)n2)c1
18. Cc1ncc2c(c1OC(=O)c1ccc([N+](=O)[O-])cc1)COC(C)(C)OC2

Assay by compound,13,14,15,16,17,18
Pin1 inhibitor,14.5%,0.7%,-6.1%,-0.5%,-0.5%,1.5%
USP1-UAF1 inh,-18.2%,-8.4%,?,-4.3%,-2.5%,0.0%
IDH1 R132H inh,3.5%,-1.8%,1.4%,9.7%,6.9%,11.6%
TRHR agonist,0.8,nt,-0.4,-1.7,0.3,1.6
rTrxR1 inhibitor,8.2%[57.1 µM],13.2%,20.3%,-2.4%,36.7%[activator][57.1 µM],-11.1%
D2 ag,0.2,nt,0.5,0.0,0.8,-0.1
TRHR enhancer,-2.5,nt,9.9,-2.8,0.8,5.4
TrxR1 substrate,5.4%[57.1 µM],-6.2%,9.3%,2.1%,4.8%[57.1 µM],-9.1%
D2 antagonist,-4.2,nt,8.5,-1.7,nt,15.7

19. CC(=O)NCC1(O)CCCC(C)C1 (configuration not stated)
20. Cc1ccc(NC(=O)C(=O)NCC(c2ccc3c(c2)OCO3)N2CCOCC2)c(C)c1 (configuration not stated)
21. CCOC(=O)N1CCN(C(=O)CNC(=O)c2nn(-c3ccc(OC)c(OC)c3)c(=O)c3ccccc23)CC1
22. CCCOC(=O)C1=C(C)N(C)C(=O)NC1c1cc2c(cc1[N+](=O)[O-])OCO2 (configuration not stated)
23. CS(=O)(=O)Nc1ccc(C2=NN(S(C)(=O)=O)C(c3ccccc3)C2)cc1 (configuration not stated)
24. CC(=O)Nc1ccc(SCCC2CCCCN2C)cc1 (configuration not stated)

Assay by compound,19,20,21,22,23,24
Pin1 inhibitor,2.7%,5.0%,-2.8%,?,1.2%,2.6%
USP1-UAF1 inh,-8.7%,-10.4%,-22.2%,-9.5%,-6.7%,0.3%
IDH1 R132H inh,1.1%,14.9%,-2.5%,1.6%,2.3%,-3.0%
TRHR agonist,0.9,-0.6,0.0,1.1,1.3,-0.3
rTrxR1 inhibitor,15.3%,16.7%[57.1 µM],-6.3%[57.1 µM],-2.2%[57.1 µM],79.4µM*,3.1%[57.1 µM]
D2 ag,1.9,0.5,-0.8,-4.0,-1.7,0.3
TRHR enhancer,-0.4,2.9,9.2,-1.4,2.7,3.2
TrxR1 substrate,1.6%,2.0%[57.1 µM],-1.3%[57.1 µM],2.0%[57.1 µM],162.6%[activator],-5.5%[57.1 µM]
D2 antagonist,-2.5,nt,3.1,-32.1,0.1,12.4

# Of the compounds above, three have an aryl thioether with sulfur outside any ring.
11. COc1ccc(NC(=O)CSc2ccccc2)cc1S(=O)(=O)N1CCCCC1
14. O=C(CSc1nc2nn(-c3ccccc3)c(=O)c-2c2n1CCCCC2)c1ccc(OC(F)F)cc1
24. CC(=O)Nc1ccc(SCCC2CCCCN2C)cc1 (configuration not stated)

Assay by compound,11,14,24
Pin1 inhibitor,?,0.7%,2.6%
USP1-UAF1 inh,-9.7%,-8.4%,0.3%
IDH1 R132H inh,0.5%,-1.8%,-3.0%
TRHR agonist,0.6,nt,-0.3
rTrxR1 inhibitor,-14.5%,13.2%,3.1%[57.1 µM]
D2 ag,0.0,nt,0.3
TRHR enhancer,-0.6,nt,3.2
TrxR1 substrate,-14.3%,-6.2%,-5.5%[57.1 µM]
D2 antagonist,3.9,nt,12.4

# Further entries follow:
25. COC(=O)c1ccc(Cl)c(NC(=O)c2cccc([N+](=O)[O-])c2C)c1
26. COCCN1C(=O)N(c2cccc(OC)c2)C(=O)C1CC(=O)Nc1ccccc1 (configuration not stated)
27. CCCNC(=O)OC[C@H]1O[C@H](CCO/N=C/[C@@H](NS(=O)(=O)c2ccc(C)cc2)[C@H](C)/C=C/CC(=O)OC)C=C[C@@H]1Oc1ccc(OC)cc1
28. COc1ccccc1C(=O)NCC1CCN(c2ccc(S(=O)(=O)N3CCOCC3)cc2)CC1
29. CNC(=O)NC(=O)CSc1nc2ccccc2n1CCOC
30. Cc1ccc(NC(=O)CSc2ncc3c(n2)-c2ccccc2N(C)S3(=O)=O)c(Cl)c1

Assay by compound,25,26,27,28,29,30
Pin1 inhibitor,1.3%,-21.6%,nt,67.4%[activator],-3.0%,23.6%
USP1-UAF1 inh,-13.3%,-17.9%,nt,-10.7%,-1.1%,-24.4%
IDH1 R132H inh,0.0%,0.0%,nt,0.6%,0.9%,5.7%
TRHR agonist,-0.8,-1.4,3.7,0.1,0.5,0.7
rTrxR1 inhibitor,17.1%,-6.8%,nt,7.2%,-7.3%,33.3%[57.1 µM]
D2 ag,0.5,-1.0,2.6,0.8,0.5,0.2
TRHR enhancer,4.3,-4.1,2.4,12.6,-0.4,-0.8
TrxR1 substrate,0.3%,-1.9%,nt,-0.4%,-2.2%,11.3%[57.1 µM]
D2 antagonist,1.9,nt,15.2,-13.4,-2.6,nt

31. COc1c2ccoc2c(OC[C@@H](OC(C)=O)C(C)(C)O)c2oc(=O)ccc12
32. Cc1ccccc1S(=O)Cc1ccc(C(=O)NC2CCN(Cc3ccccc3)CC2)o1 (configuration not stated)
33. O=S(=O)(c1cccc(-c2nnc(-c3ccc(Br)cc3)o2)c1)N1CCCCCC1
34. CC(C)CNC(=O)c1c2c(nc3ccccc13)-c1ccccc1CC2
35. CCCC(=O)Nc1cc(C)c(NC(=O)Cc2ccccc2)cn1
36. COc1ccc2nc(N=NC3=C(O)CC(C)(C)CC3=O)sc2c1
37. Cc1ccc2c(=O)cc(C(=O)Nc3ccc(S(=O)(=O)Nc4nc(C)cc(C)n4)cc3)oc2c1

Assay by compound,31,32,33,34,35,36,37
Pin1 inhibitor,-4.3%,-1.4%,-5.4%,3.0%,nt,3.6%,-3.2%
USP1-UAF1 inh,-9.4%,-26.1%,?,-8.5%,nt,-22.2%,-13.3%
IDH1 R132H inh,11.5%,-1.5%,0.5%,0.2%,nt,-12.1%,16.1%
TRHR agonist,-0.2,0.0,0.9,0.6,-0.1,-0.6,-0.4
rTrxR1 inhibitor,5.7%[57.1 µM],0.5%,-9.5%,24.3%[57.1 µM],nt,-5.8%,-6.3%
D2 ag,0.3,0.5,0.2,-0.3,-0.1,-1.3,0.2
TRHR enhancer,28.2,1.0,1.4,-4.4,-2.2,-7.2,-10.4
TrxR1 substrate,11.8%,-1.5%,-7.3%,14.4%[57.1 µM],nt,-11.9%,-9.4%
D2 antagonist,-19.3,43.9*,-23.4,9.1,16.1,33.7*,nt

# Only part of the results is shown (hit frequency here may not be typical).
